Assay outcomes from PubChem.
M5 ag = agonists of human muscarinic M5 receptor (CHRM5); hit rate 0.19% among 360,000; CHO-K1 hM5 cells, Fluo-8 calcium fluorescence; 0% DMSO wells, 100% maximal acetylcholine response; P08912; activation, % at 3 µM;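 active = activation above the run's mean over test compounds plus 3 SD, cut at about 23% in these data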;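 also: signal is peak over basal fluorescence ratio across the kinetic read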
M1 antag = antagonists of human M1 muscarinic receptor; CHO-K1 hM1, Fluo-8 calcium fluorescence, ACh EC80 antagonist; inhibition, % at 3 µM; hit rate 1.3% among 360,000;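 active = percent inhibition above its own plate's cutoff, namely the mean of that plate's compound wells plus 3 SD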;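 also: peak over basal fluorescence ratio during 140 s after agonist addition; 0% = ACh EC80 plus DMSO and 100% = DMSO alone without agonist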
Target sequence (P11229 whole entry, looked up): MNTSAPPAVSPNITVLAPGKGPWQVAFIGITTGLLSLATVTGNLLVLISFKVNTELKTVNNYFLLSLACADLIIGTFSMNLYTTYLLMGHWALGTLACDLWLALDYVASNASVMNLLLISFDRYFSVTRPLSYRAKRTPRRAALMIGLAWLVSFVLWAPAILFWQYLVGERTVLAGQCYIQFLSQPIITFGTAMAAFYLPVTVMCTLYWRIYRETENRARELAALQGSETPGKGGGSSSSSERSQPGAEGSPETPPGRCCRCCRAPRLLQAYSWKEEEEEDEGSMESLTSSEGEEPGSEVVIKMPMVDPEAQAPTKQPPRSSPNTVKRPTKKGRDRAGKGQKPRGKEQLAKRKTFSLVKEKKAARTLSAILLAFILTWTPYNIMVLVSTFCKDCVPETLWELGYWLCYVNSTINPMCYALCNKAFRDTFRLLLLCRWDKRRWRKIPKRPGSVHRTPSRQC
M5 antag = antagonists of human muscarinic M5 receptor (CHRM5). P08912. CHO-hM5 cells, Fluo-8 calcium fluorescence, ACh EC80. inhibition, % at 3 µM. hit rate 0.59% among 360,000. AID 624040;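 active = inhibition above a per-plate cutoff, the mean of that plate's test compounds plus 3 SD, cut at about 27% in these data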;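 also: 0% = acetylcholine EC80 with DMSO and 100% = DMSO without agonist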
CHRM5 PAM = potentiates acetylcholine response at human M5 receptor. hit rate 0.3% among 360,000. P08912. activation, % at 3 µM. CHO-K1 hM5, Fluo-8 calcium, ACh EC20 PAM; 0% = ACh EC20, 100% = ACh EC100. AID 624038;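 active = activation above the run cutoff, the mean activation of all test compounds plus 3 SD, cut at about 18% in these data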
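system = human M5 receptor in CHO-K1 cells | reagent = EC20 acetylcholine as agonist stimulus | compound dosing = single-point, 3 µM nominal | incubation = Fluo-8 loading 80 min at 37 °C plus 30 min room temperature | detection = Fluo-8 calcium dye fluorescence, kinetic read | benchmarks = low control EC20 acetylcholine (0%), high control EC100 acetylcholine (100%)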
CHRM4 antagonist = CHRM4 antagonism in calcium assay; inhibition, % at 3 µM; hit rate 0.73% among 360,000; CHO-hM4 cells, ACh EC80, Fluo-8 calcium fluorescence; P08173; AID 624125;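 active = inhibition above its plate's cutoff, the mean inhibition of sample wells plus 3 SD, cut at about 27% in these data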;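 also: 0% = acetylcholine EC80 with DMSO and 100% = DMSO without agonist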
M1 ag = agonists of human M1 muscarinic receptor. P11229. hit rate 0.33% among 360,000. AID 588814. activation, % at 3 µM. CHO-K1 hM1, Fluo-8 calcium fluorescence, agonist mode; 0% DMSO, 100% acetylcholine EC100;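 active = activation above the run's mean compound activation plus 3 SD, cut at about 16% in these data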;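 also: peak over basal fluorescence ratio within a 140 s kinetic read after compound addition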
CHRM4 agonist = CHRM4 agonism in calcium assay. hit rate 0.14% among 360,000. CHO-K1 hM4/Gqi5, Fluo-8 calcium fluorescence; vehicle 0%, full acetylcholine response 100%. P08173. activation, % at 3 µM;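 active = activation above the run mean over all test wells plus 3 SD, cut at about 32% in these data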;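 also: peak over basal fluorescence ratio per well then scaled between controls; 0% = DMSO wells and 100% = acetylcholine at EC100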
M1 PAM = potentiates human M1 receptor response to acetylcholine | hit rate 0.088% among 360,000 | activation, % at 3 µM | CHO-K1 hM1, Fluo-8 calcium fluorescence, ACh EC20; 0% = ACh EC20, 100% = maximal ACh; in the data active = activation above about 19%, passing the limit was not always enough
TAAR1 agonist = human TAAR1 agonism. CHO RD-HGA16 TAAR1, Fluo-8 calcium fluorescence; vehicle wells 0%, saturating PEA agonist 100%. Q96RJ0. hit rate 0.99% among 360,000. AID 624467. activation, % at 3 µM;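 active = activation above the mean activation of all test compounds in the run plus 3 SD, cut at about 38% in these data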
Target sequence (Q96RJ0 whole entry, looked up): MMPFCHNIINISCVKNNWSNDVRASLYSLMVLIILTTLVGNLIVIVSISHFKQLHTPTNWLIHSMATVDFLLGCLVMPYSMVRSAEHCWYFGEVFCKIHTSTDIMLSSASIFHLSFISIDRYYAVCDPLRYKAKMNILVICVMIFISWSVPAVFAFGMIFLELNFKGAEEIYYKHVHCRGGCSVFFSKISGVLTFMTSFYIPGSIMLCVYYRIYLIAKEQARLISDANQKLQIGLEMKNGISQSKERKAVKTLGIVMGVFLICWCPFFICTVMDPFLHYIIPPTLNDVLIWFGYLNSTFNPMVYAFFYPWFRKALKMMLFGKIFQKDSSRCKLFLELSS
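test system = CHO RD-HGA16 cells carrying human TAAR1 plus Gα16 | schedule = 17-24 h seeding, 75 min 37 °C dye, 30 min RT | compound dosing = 3 µM single concentration | control set = DMSO and PEA EC100 | replicates = n 1 | signal = Fluo-8 fluorescence, 5 s baseline then 140 s kinetic read | measure = percent activation vs PEA EC100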
The depositor's hits bear a star.

For Cc1cc(N(CN2CCCC2=O)C(=O)c2ccc(OC(C)C)cc2)no1 the results were M5 ag -1, M1 antag -18, M5 antag -2, CHRM5 PAM 9, CHRM4 antagonist 6, M1 ag -4, CHRM4 agonist -1, M1 PAM 8 and TAAR1 agonist 0.
Screening C/C(=N\Nc1ccc([N+](=O)[O-])cc1)c1ccc2c(c1)OCO2 returned M5 ag -5, M1 antag 9, M5 antag 14, CHRM5 PAM -9, CHRM4 antagonist 10, M1 ag -8, CHRM4 agonist 1, M1 PAM -17 and TAAR1 agonist 3.
For Cc1nc(SCc2ccc(C#N)cc2)n[nH]1 the results were M5 ag -1, M1 antag -5, M5 antag 6, CHRM5 PAM -4, CHRM4 antagonist 3, M1 ag -3, CHRM4 agonist 0, M1 PAM 4 and TAAR1 agonist 5.
For COc1cc(S(=O)(=O)N2CCC(c3nc4ccccc4s3)CC2)ccc1S(=O)(=O)NC1CCCC1 the results were M5 ag 0, M1 antag -11, M5 antag 3, CHRM5 PAM 5, CHRM4 antagonist 1, M1 ag -4, CHRM4 agonist 0, M1 PAM 3 and TAAR1 agonist 17.
`Cc1ccccc1C(=O)Nc1cccc(C(=O)N/N=C/c2ccc3c(c2)OCO3)c1` gave M5 ag -1, M1 antag 3, M5 antag 18, CHRM5 PAM -6, CHRM4 antagonist 6, M1 ag -4, CHRM4 agonist 8, M1 PAM -7 and TAAR1 agonist 6.
Screening CN(C(=O)CSc1nc(N)c2c3c(sc2n1)CSC(C)(C)C3)c1ccccc1 returned M5 ag 2, M1 antag -3, M5 antag -1, CHRM5 PAM -3, CHRM4 antagonist 2, M1 ag -5, CHRM4 agonist 6, M1 PAM 0 and TAAR1 agonist 7.
For COC(=O)c1[nH]c2ccc(C)cc2c1NC(=O)Nc1ccccc1OC the results were M5 ag -1, M1 antag 1, M5 antag -1, CHRM5 PAM -4, CHRM4 antagonist -3, M1 ag -3, CHRM4 agonist 2, M1 PAM 5 and TAAR1 agonist 9.
CCN(CC)S(=O)(=O)c1ccc(NN)nc1 was read as M5 ag 0, M1 antag 5, M5 antag 1, CHRM5 PAM -10, CHRM4 antagonist -8, M1 ag -6, CHRM4 agonist 1, M1 PAM -9 and TAAR1 agonist 8.
Screening COc1ccccc1OCc1ccc(C(=O)NC(C)c2ccccc2)o1 (stereo unspecified) returned M5 ag -5, M1 antag -7, M5 antag 11, CHRM5 PAM -6, CHRM4 antagonist -4, M1 ag 3, CHRM4 agonist -1, M1 PAM 16 and TAAR1 agonist 6.
For Cc1ccccc1OCCCCn1c(CO)nc2ccccc21 the results were M5 ag 12, M1 antag 12, M5 antag 15, CHRM5 PAM -13, CHRM4 antagonist 4, M1 ag 0, CHRM4 agonist 15, M1 PAM -5 and TAAR1 agonist 3.
COc1ccc(C(=O)Nc2ccccc2[N+](=O)[O-])cc1S(=O)(=O)N1CCOCC1 was read as M5 ag 3, M1 antag -2, M5 antag 6, CHRM5 PAM -5, CHRM4 antagonist -6, M1 ag 0, CHRM4 agonist 13, M1 PAM 0 and TAAR1 agonist 12.
`COc1cccc(NC(=S)NCc2ccco2)c1` gave M5 ag -3, M1 antag 4, M5 antag 1, CHRM5 PAM -6, CHRM4 antagonist 4, M1 ag -6, CHRM4 agonist 1, M1 PAM 3 and TAAR1 agonist 0.
For O=S(=O)(NC1CC2CCC1C2)c1ccc2c(c1)OCCO2 (stereo unspecified) the results were M5 ag -4, M1 antag 9, M5 antag 13, CHRM5 PAM -8, CHRM4 antagonist 5, M1 ag -3, CHRM4 agonist 1, M1 PAM -4 and TAAR1 agonist 19.
Screening CCOc1cc(/C=N/NC(=O)C(O)(c2ccccc2)c2ccccc2)ccc1OC(=O)c1ccco1 returned M5 ag 4, M1 antag 10, M5 antag 4, CHRM5 PAM -13, CHRM4 antagonist 21, M1 ag -2, CHRM4 agonist 15, M1 PAM -6 and TAAR1 agonist 14.
Screening CCCC(=O)NC(c1ccc(OCC)cc1)c1ccc(OC)c(OC)c1 (stereo unspecified) returned M5 ag 6, M1 antag -5, M5 antag -14, CHRM5 PAM 6, CHRM4 antagonist -8, M1 ag -4, CHRM4 agonist 0, M1 PAM 6 and TAAR1 agonist 1.
`Cc1ccc(Cn2nc(C)c(NC(=O)c3noc4c3CCCCC4)c2C)cc1` gave M5 ag 0, M1 antag -10, M5 antag -8, CHRM5 PAM -4, CHRM4 antagonist 4, M1 ag -7, CHRM4 agonist 1, M1 PAM 7 and TAAR1 agonist 10.
`CCOc1ccc(C(=O)NC2CCN(S(=O)(=O)CC)CC2)cc1` gave M5 ag -7, M1 antag -4, M5 antag -6, CHRM5 PAM 12, CHRM4 antagonist -6, M1 ag -3, CHRM4 agonist 1, M1 PAM 6 and TAAR1 agonist 13.
`CC1CCN(c2ccc3c(c2)S(=O)(=O)c2cccc(C(=O)NC[C@@H]4CCCO4)c2C3=O)CC1` gave M5 ag 12, M1 antag 30, M5 antag 24, CHRM5 PAM -30, CHRM4 antagonist 16, M1 ag -1, CHRM4 agonist 28, M1 PAM -18 and TAAR1 agonist 31.
`COc1ccc(-c2cc(C(=O)Nc3cccnc3)no2)cc1OC` gave M5 ag 2, M1 antag 3, M5 antag 4, CHRM5 PAM 3, CHRM4 antagonist -22, M1 ag 9, CHRM4 agonist 5, M1 PAM 12 and TAAR1 agonist 4.
Screening Cc1[nH]n(-c2ccccc2)c(=O)c1/C=N/NC(=O)c1ccccc1F returned M5 ag -3, M1 antag 0, M5 antag 19, CHRM5 PAM -2, CHRM4 antagonist -8, M1 ag 2, CHRM4 agonist 1, M1 PAM 11 and TAAR1 agonist 2.
`Nc1cc(-c2ccco2)no1` gave M5 ag 0, M1 antag -12, M5 antag -3, CHRM5 PAM -1, CHRM4 antagonist -6, M1 ag -2, CHRM4 agonist 0, M1 PAM 6 and TAAR1 agonist 3.
Screening Cn1cc(S(=O)(=O)N2CCN(c3ccccc3)CC2)c(=O)n(C)c1=O returned M5 ag 2, M1 antag -4, M5 antag 5, CHRM5 PAM 0, CHRM4 antagonist -7, M1 ag -1, CHRM4 agonist 8, M1 PAM 8 and TAAR1 agonist 1.
Cc1nn(C(=O)c2ccco2)c(C)c1Sc1ccc(Br)cc1 was read as M5 ag -2, M1 antag -6, M5 antag 9, CHRM5 PAM 0, CHRM4 antagonist 7, M1 ag -3, CHRM4 agonist 0, M1 PAM 3 and TAAR1 agonist 3.
For CC(NC(=O)/C(=C\c1ccco1)NC(=O)c1ccccc1Br)C(=O)O (stereo unspecified) the results were M5 ag 0, M1 antag -9, M5 antag 13, CHRM5 PAM -4, CHRM4 antagonist 4, M1 ag -4, CHRM4 agonist 0, M1 PAM 9 and TAAR1 agonist 0.
Screening CCOc1cc(N2CCOCC2)c(OCC)cc1NC(=O)COC(=O)c1cc(C)cc(C)c1 returned M5 ag -1, M1 antag 2, M5 antag 3, CHRM5 PAM -5, CHRM4 antagonist 6, M1 ag -8, CHRM4 agonist 1, M1 PAM 0 and TAAR1 agonist 0.
For Cc1c(NC(=O)c2cc3ccccc3o2)cccc1-n1cnnn1 the results were M5 ag 1, M1 antag -3, M5 antag 0, CHRM5 PAM -4, CHRM4 antagonist -6, M1 ag -3, CHRM4 agonist 5, M1 PAM 3 and TAAR1 agonist 2.
CCCc1cc(Nc2ccccc2OCC)n2ncnc2n1 was read as M5 ag -13, M1 antag 1, M5 antag 5, CHRM5 PAM -10, CHRM4 antagonist 4, M1 ag -6, CHRM4 agonist 0, M1 PAM 8 and TAAR1 agonist -1.
For NC(=O)c1ccccc1NC(=O)CC12CC3CC(CC(Br)(C3)C1)C2 the results were M5 ag -2, M1 antag -9, M5 antag 5, CHRM5 PAM 5, CHRM4 antagonist 7, M1 ag -2, CHRM4 agonist 0, M1 PAM 16 and TAAR1 agonist 1.
Screening CCC(C)Sc1cc(C(F)(F)F)c(C(=O)Nc2ccc(Cl)cc2)cn1 (stereo unspecified) returned M5 ag -5, M1 antag 10, M5 antag 12, CHRM5 PAM -9, CHRM4 antagonist -10, M1 ag -7, CHRM4 agonist 6, M1 PAM -7 and TAAR1 agonist -1.
Screening COc1cc(OC)cc(-c2cn[nH]c2N)c1 returned M5 ag 1, M1 antag -10, M5 antag 2, CHRM5 PAM 4, CHRM4 antagonist -7, M1 ag 3, CHRM4 agonist 1, M1 PAM 17 and TAAR1 agonist 5.

Brought forward from above: 2 compounds; new compounds follow.
Screening CCC(C)Sc1cc(C(F)(F)F)c(C(=O)Nc2ccc(Cl)cc2)cn1 (stereo unspecified) returned M5 ag -5, M1 antag 10, M5 antag 12, CHRM5 PAM -9, CHRM4 antagonist -10, M1 ag -7, CHRM4 agonist 6, M1 PAM -7 and TAAR1 agonist -1.
Screening COc1cc(OC)cc(-c2cn[nH]c2N)c1 returned M5 ag 1, M1 antag -10, M5 antag 2, CHRM5 PAM 4, CHRM4 antagonist -7, M1 ag 3, CHRM4 agonist 1, M1 PAM 17 and TAAR1 agonist 5.
Screening CCOC(=O)c1nn(-c2ccc(F)cc2)c2nc(CC(C)C)c(C#N)c(=O)n12 returned M5 ag -4, M1 antag 1, M5 antag 9, CHRM5 PAM -2, CHRM4 antagonist -3, M1 ag -5, CHRM4 agonist -2, M1 PAM 3 and TAAR1 agonist 16.
COc1ccc(S(=O)(=O)N2CCC3(CC2)OCCN3S(=O)(=O)c2ccc(C)cc2)cc1OC was read as M5 ag 2, M1 antag -4, M5 antag 11, CHRM5 PAM -6, CHRM4 antagonist -9, M1 ag 0, CHRM4 agonist 2, M1 PAM 4 and TAAR1 agonist 1.
For CCOc1ccc(Cn2c3ccc(OC)cc3c3nc4ccccc4nc32)cc1 the results were M5 ag -1, M1 antag -8, M5 antag -1, CHRM5 PAM 0, CHRM4 antagonist 0, M1 ag -5, CHRM4 agonist 0, M1 PAM 11 and TAAR1 agonist 4.
Screening CN(CC1COCCO1)c1nc2nonc2nc1N1CCSCC1 (stereo unspecified) returned M5 ag -3, M1 antag -3, M5 antag 0, CHRM5 PAM -1, CHRM4 antagonist -10, M1 ag -5, CHRM4 agonist 0, M1 PAM 4 and TAAR1 agonist 5.
Cc1ccc(NC2=C(Cl)C(=O)OC2OC(C)C)cc1 (stereo unspecified) was read as M5 ag -4, M1 antag 5, M5 antag 7, CHRM5 PAM 6, CHRM4 antagonist 6, M1 ag -10, CHRM4 agonist 0, M1 PAM -1 and TAAR1 agonist 2.
Screening CCOC(=O)c1nnn(-c2ccc(OC)cc2)c1N returned M5 ag 1, M1 antag -26, M5 antag -2, CHRM5 PAM 6, CHRM4 antagonist -3, M1 ag 1, CHRM4 agonist 0, M1 PAM 9 and TAAR1 agonist 2.
Screening C=C(C)n1c(=O)[nH]c2ccccc21 returned M5 ag -4, M1 antag -5, M5 antag -2, CHRM5 PAM -1, CHRM4 antagonist 12, M1 ag 0, CHRM4 agonist 1, M1 PAM 8 and TAAR1 agonist 15.
Screening CCCC[n+]1ccn(-c2nc3ccccc3nc2[N-]S(=O)(=O)c2ccccc2)c1 returned M5 ag 10, M1 antag -7, M5 antag -21, CHRM5 PAM 8, CHRM4 antagonist -13, M1 ag 19*, CHRM4 agonist 1, M1 PAM -7 and TAAR1 agonist 8.

Some of the compounds tested; the hit share may differ from the screen's.
